# H1N1 NS1A inhibition = NS1A inhibition, H1N1 influenza, cell based functional assay (AID 504329). inhibition, % at 12.5 µM; hits with a dose series show IC50 in µM. 340,000 compounds, 0.3% hits. NS1A functional cell-based assay, percent inhibition; higher % means a stronger effect; in the data active = a potency from the dose series; inconclusive = inhibition above about 27% without an active follow-up result; note: strong numbers were not always called active
# PhoP GFP inhibition = Inhibition of PhoP regulon, Salmonella typhi GFP reporter cells, confirmation, 4 h (AID 1850). Salmonella Typhi PhoP-promoter GFP reporter, fluorescence, 4 h; higher % means a stronger effect. one-dose inhibition, % at 50 µM; IC50 in µM for titrated hits. 310,000 compounds, 0.33% hits; in the data active = a potency from the dose series; inconclusive = inhibition mostly from about 25% at the one dose, without a potency; inactive = the rest, 99 in 100 with inhibition below about 19%;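 note: 0% = induced wells with vehicle and 100% = uninduced wells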
# tuberculosis growth = growth inhibition of non-replicating M. tuberculosis (AID 488890). Mycobacterium tuberculosis non-replicating, growth inhibition; higher % means a stronger effect. inhibition, % at 25 µM; hits with a dose series show IC50 in µM. 320,000 compounds, 0.39% hits; in the data active = a potency from the dose series; inconclusive = inhibition mostly from about 82% at the one dose, without a potency; inactive = the rest, 99 in 100 with inhibition below about 76%;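 note: plate controls were DMSO cells for no effect and high antibiotic wells for full effect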
# VEEV TC-83 Vero = inhibitors of VEEV TC-83 cytopathic effect, confirmation, Vero cells (AID 588727); Vero cells, VEEV TC-83 cytopathic effect inhibition; higher % means a stronger effect; one-dose inhibition, % at 20 µM; IC50 in µM for titrated hits; 350,000 compounds, 0.13% hits; in the data active = a potency from the dose series; inconclusive = inhibition mostly from about 14% at the one dose, without a potency; inactive = the rest, 99 in 100 with inhibition below about 12%; note: strong numbers were not always called active
# H37Rv inhibition = M. tuberculosis growth inhibition, HTS (AID 449762) | M. tuberculosis H37Rv growth inhibition, 7H9 media; higher % means a stronger effect | inhibition, % at 25 µM; hits with a dose series show IC50 in µM | 330,000 compounds, 0.59% hits; in the data active = a potency from the dose series; inconclusive = inhibition above about 70% without an active follow-up result;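 note: bacterial growth assessed after seven days of incubation; strong numbers were not always called active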
# VEEV TC-83 Vero 10K pilot screen = second read-out of VEEV TC-83 Vero, no call of its own (marks repeat the call); inhibition, %; measured here: 10K pilot screen inhibition
# Starred values were filed as active, the others as inactive; i = inactive; ? = inconclusive; / = not tested or not shown; & = joins results of further samples.
SMILES,H1N1 NS1A inhibition,PhoP GFP inhibition,tuberculosis growth,VEEV TC-83 Vero,H37Rv inhibition,others
CC1(C)CC2CC(C)(CN2C(=S)Nc2ccccc2)C1 (stereo not drawn),-3%,-10%,2%,0.6%,6%,
CCCc1cc(=O)[nH]c(SCC(=O)c2ccc3c(c2)NC(=O)CO3)n1,10%,4%,9%,1.1%,-5%,
O=C(COc1ccc2cc(Br)ccc2c1Br)N1CCOCC1,21%,0%,24%,3.9%,6%,
COc1cc(/C=C/c2nc3ccccc3c(=O)n2-c2ccccc2O)ccc1O,-11%,10%,14%,12%,9%,
COc1ccc(-c2nonc2NC(=O)c2ccco2)cc1OC,0%,-10%,-18%,0.1%,-2%,
COc1ccccc1/C=C/C=N/NC(=O)CC1C(=O)NN=C1C (stereo not drawn),-15%,-9%,-7%,0.4%,-7%,
O=C(COC(=O)c1cccnc1Cl)NCCc1ccc(F)cc1,-5%,/,5%,i,1%,
CCOC(=O)C1CCCN(S(=O)(=O)c2ccc(-n3cnnn3)c(C)c2)C1 (stereo not drawn),-8%,8%,-5%,i,2%,
COc1cc(-c2nnc(COC(=O)c3cc(C)no3)o2)cc(OC)c1OC,-4%,-8%,0%,11%,1%,
Cc1ccc(S(=O)(=O)NCc2ccccc2)cc1C(=O)NCc1ccccn1,-8%,2%,-7%,i,6%,
CC(=O)c1ccc(O)c(CO)c1,11%,1%,-11%,0.9%,3%,
Cc1cc(C)cc(OCC(=O)NNC(=O)c2ccoc2C)c1,-2%,-6%,9%,4.3%,-9%,
OCc1nc2c(ccc3ccccc32)[nH]1,19%,-9%,9%,4.5%,3%,
O=C(NC(=S)N1CCN(c2nc(-c3ccccc3)cs2)CC1)c1cncc(Br)c1,-3%,-2%,19%,i,?,
COc1ccccc1-c1nc2cc3ccccc3cc2nc1-c1ccccc1,-12%,-6%,79%,4.9%,?,
CCOC(=O)/C(=N\Nc1ccc(Br)cc1)N1CCN(c2ccccc2OC)CC1,2%,/,/,5.5%,/,
Clc1ccc(-c2nc3cnccn3c2NC2CCCC2)cc1,-4%,-13%,49%,4.8%,2%,
CCC(c1nnc(SCC(=O)Nc2cc(Cl)ccc2C#N)n1C1CCCCC1)N(C)C (stereo not drawn),3%,-1%,2%,1.0%,5%,
COC(=O)c1sccc1NC(=O)COc1ccccc1Cl,-5%,2%,60%,1.5%,14%,
CCCc1cc(-c2[nH]ncc2-c2ccc(C(=O)OCC)o2)c(O)cc1O,2%,-11%,15%,2.5%,11%,
CCOC(=O)c1[nH]c(C)c(C(=O)Nc2ccc(C)c(Cl)c2)c1C,-1%,-6%,-16%,5.4%,-7%,
Cc1noc(C)c1C(=O)NCCC1=CCCCC1,6%,1%,/,i,/,
COc1ccc(CCNC(=O)C(C)n2nc(C)c3c(C)n(-c4ccc(C)cc4)nc3c2=O)c(OC)c1 (stereo not drawn),-1%,-11%,15%,0.9%,-6%,
CC1CN(c2c3c(nc4ncnn24)CCCC3)CC(C)O1 (stereo not drawn),8%,0%,12%,i,0%,

# Compounds above containing an NH in an aromatic ring, in the order listed:
SMILES,H1N1 NS1A inhibition,PhoP GFP inhibition,tuberculosis growth,VEEV TC-83 Vero,H37Rv inhibition,others
CCCc1cc(=O)[nH]c(SCC(=O)c2ccc3c(c2)NC(=O)CO3)n1,10%,4%,9%,1.1%,-5%,
OCc1nc2c(ccc3ccccc32)[nH]1,19%,-9%,9%,4.5%,3%,
CCCc1cc(-c2[nH]ncc2-c2ccc(C(=O)OCC)o2)c(O)cc1O,2%,-11%,15%,2.5%,11%,
CCOC(=O)c1[nH]c(C)c(C(=O)Nc2ccc(C)c(Cl)c2)c1C,-1%,-6%,-16%,5.4%,-7%,

# Among those listed so far, these contain a furan ring, fused or not:
SMILES,H1N1 NS1A inhibition,PhoP GFP inhibition,tuberculosis growth,VEEV TC-83 Vero,H37Rv inhibition,others
COc1ccc(-c2nonc2NC(=O)c2ccco2)cc1OC,0%,-10%,-18%,0.1%,-2%,
Cc1cc(C)cc(OCC(=O)NNC(=O)c2ccoc2C)c1,-2%,-6%,9%,4.3%,-9%,
CCCc1cc(-c2[nH]ncc2-c2ccc(C(=O)OCC)o2)c(O)cc1O,2%,-11%,15%,2.5%,11%,

# The results go on:
SMILES,H1N1 NS1A inhibition,PhoP GFP inhibition,tuberculosis growth,VEEV TC-83 Vero,H37Rv inhibition,others
Cc1ccc(NC(=O)CSc2nnnn2C)cc1S(=O)(=O)N(C)C,-4%,-5%,-21%,1.0%,-22%,
C(=N\Nc1nc2ccccc2[nH]1)/c1ccccc1,3%,2%,12%,5.9%,33%,
COc1ccc(S(=O)(=O)Nc2ccc3c(c2)n(C)c(=O)n3C)cc1,0%,-10%,3%,i,7%,
COC(=O)Cn1c(=NC(=O)C2COc3ccccc3O2)sc2cc(S(N)(=O)=O)ccc21 (stereo not drawn),-3%,-4%,-11%,0.9%,6%,
C/C(=N\NC(=O)c1c(Cl)c(C)nn1C)c1cccc(NC(=O)COc2ccccc2)c1,16%,3%,3%,1.9%,-2%,
CCN(CC(=O)Nc1ccc2c(c1)OCCO2)Cc1cc(=O)oc2c(C)c(C)ccc12,12%,-14%,5%,i,-8%,
O=C(c1ncn(Cc2ccccc2)c1C(=O)N1CCN(c2ccccc2)CC1)N1CCN(c2ccccc2)CC1,5%,/,44%,2.3%,-6%,
CC(C)C[C@H](NC(=O)c1nc[nH]c1C(=O)N(C)Cc1ccccc1)C(=O)OCc1ccccc1,-14%,-11%,?,7.6%,8%,
Cc1ccc2nsnc2c1S(=O)(=O)N(Cc1ccco1)Cc1cc2cccc(C)c2[nH]c1=O,3%,9%,4%,0.4%,-6%,
N#CCC(=O)Nc1ccc(C(=O)OC(C(=O)Nc2ccc([N+](=O)[O-])cc2Br)c2ccccc2)cc1 (stereo not drawn),6%,/,/,2.9%,/,
CN(CC(=O)O/N=C(\N)c1ccccn1)S(=O)(=O)c1ccc(Br)cc1,-10%,-9%,-8%,i,1%,
CCc1nnc(NC(=O)CSc2nc3cccnc3n2Cc2ccccc2)s1,3%,-5%,15%,5.2%,9%,VEEV TC-83 Vero 10K pilot screen=1.2
CCNC(=S)NS(=O)(=O)c1ccccc1,-5%,0%,16%,1.4%,-6%,
O=C(c1ccc(S(=O)(=O)NCc2ccco2)cc1)N1CCCC(C(F)(F)F)C1 (stereo not drawn),-2%,-2%,-7%,3.9%,-3%,
O=C1c2ccccc2C(=O)N1CCN1CCCCC1,0%,15%,-34%,0.8%,5%,
COc1ccc([C@H]2CC(=O)C=C(c3ccc(OC)nc3)C2)cc1,-3%,/,-5%,1.0%,2%,
CCc1ccc(OCC(=O)N/N=C(\C)c2ccc(OC(F)F)cc2)cc1,1%,-9%,40%,0.2%,3%,
Cc1ccc(C(=O)CSc2nnc(-c3ccco3)n2Cc2ccccc2)cc1,19%,-8%,5%,5.1%,-4%,
Cc1cc(=O)oc2cc(OCC(=O)Nc3ccccc3C(N)=O)c(Cl)cc12,3%,-17%,-4%,1.2%,-3%,
CC1(C)CC(=O)C2=C(C1)N1CCCCC1CC2=O (stereo not drawn),-9%,-4%,3%,i,2%,
CN(CCO)C(=O)C(c1ccccc1)c1ccccc1,-20%,-3%,-1%,i,11%,
O=C(O)C1CCCCN1S(=O)(=O)c1ccc(Cl)s1 (stereo not drawn),4%,-13%,-2%,i,-5%,
Cc1ccc(C)c(N(CC(=O)Nc2ccccc2C(=O)NCc2ccco2)S(=O)(=O)c2ccccc2)c1,6%,-7%,25%,8.2%,5%,
COC(=O)c1nnn(CC(=O)Nc2ccc(C)c(F)c2)c1C(=O)OC,0%,-4%,12%,1.0%,-5%,
COc1ccc(NS(=O)(=O)c2ccc3c(c2)N(C(C)=O)CC(C)S3)c(OC)c1 (stereo not drawn),9%,0%,10%,3.7%,-1%,
CCOC(=O)C1(Cc2ccccc2)CCCN(CCCn2cccn2)C1 (stereo not drawn),-6%,4%,25%,i,6%,
CS(=O)(=O)N(CC(=O)Nc1ccc2c(c1)OCO2)c1ccc(Cl)cc1,-11%,0%,13%,0.8%,8%,
Cc1cc(C)nc(CCNC(=O)CC2C(=O)NCCN2Cc2ccc(F)cc2Cl)n1 (stereo not drawn),-12%,-4%,-9%,1.7%,-4%,
Cc1sc2ncnc(N3CCN(c4ncccn4)CC3)c2c1C,3%,-1%,25%,11%,38%,VEEV TC-83 Vero 10K pilot screen=12
Cc1c(CC(=O)NCC(=O)NCC(=O)O)c(=O)oc2cc3oc4c(c3cc12)CCCC4,-1%,3%,-11%,1.1%,-14%,
Cc1c(NC(=O)CN2C(=O)NC(C)(c3ccccc3Cl)C2=O)c(=O)n(-c2ccccc2)n1C (stereo not drawn),-8%,-2%,-5%,0.3%,-5%,
Cc1cc(NC(=O)Cn2c(=O)oc3ccccc32)no1,3%,/,-2%,0.8%,-4%,
O=C(CCNC(=O)c1ccc(Br)cc1)OCc1ccccc1Cl,9%,9%,?,1.9%,?,
CC1CCCC(C)N1C(=O)COC(=O)c1ccc(S(=O)(=O)N(C)c2ccccc2)cc1 (stereo not drawn),1%,/,38%,1.2%,36%,
N#C/C(=C\c1cccc(O)c1)C(=O)N1CCCCC1,0%,-7%,62%,2.0%,1%,
CC(=O)Nc1cccc(NC(=O)c2cccc3cccnc23)c1,10%,6%,7%,8.3%,-11%,
COc1ccc(C2C(C(=O)c3ccco3)=C(O)C(=O)N2Cc2cccnc2)cc1OC (stereo not drawn),0%,4%,2%,0.9%,1%,
COc1ccccc1-c1nnc(SC(C)C(=O)O)n1-c1ccccc1 (stereo not drawn),-6%,8%,-7%,2.5%,1%,
COc1ccccc1NC(=O)CN(C)S(=O)(=O)c1cc(C)ccc1OC,18%,-1%,-3%,6.6%,-3%,
O=C(Nc1ccc(S(=O)(=O)N2CCOCC2)cc1)c1ccc2ncsc2c1,7%,-7%,15%,1.3%,-8%,
Cc1cc(C)c2c(=O)[nH]c(SCC(=O)c3ccc(F)c(C)c3)nc2n1,2%,-4%,-2%,0.8%,2%,
O=C(CN1CCN(c2ccccn2)CC1)Nc1ccc(F)cc1,-22%,4%,0%,2.0%,0%,
Cc1ccc(C)c(NS(=O)(=O)c2c(C)nn(C)c2C)c1,9%,7%,10%,0.3%,3%,
CNC(=O)Nc1ccc(C2SCCS2)cc1,4%,4%,-12%,8.6%,-2%,
COc1ccccc1CC(=O)NC12CC3CC(CC(C3)C1)C2,-9%,4%,5%,i,1%,
CCn1c(SCC(N)=O)nnc1C(C)C,4%,10%,-7%,1.7%,-3%,
COc1ccc(S(=O)(=O)NCCN2CCOCC2)c(C)c1C,-5%,-1%,-9%,i,-3%,
N#CC(Cc1ccc(OC(F)F)cc1)c1nc2ccccc2[nH]1 (stereo not drawn),-1%,-5%,6%,3.6%,-4%,
CCOC(=O)C1=C(C)N(CCCC(=O)O)C(=O)NC1c1ccccc1 (stereo not drawn),3%,-4%,-3%,0.1%,-2%,
O=C(NC1CCC1)C1CCC(=O)N(Cc2cccc(F)c2)C1 (stereo not drawn),9%,-5%,-2%,i,0%,
CN1CCN(Cc2c(O)ccc3occ(C(=O)c4ccccc4)c23)CC1,-4%,-5%,3%,0.2%,/,
CC(C)n1nc(C(=O)Nc2ccc(-n3cnnn3)cc2)c2ccccc2c1=O,-10%,/,4%,10%,3%,
Cc1ccc(Cn2c(-c3nonc3N)nc3ccccc32)cc1,-7%,23%,-12%,0.8%,16%,
CCOC(=O)C1=C(c2ccccc2)NC(SCC(N)=O)=C(C#N)C1c1cccnc1 (stereo not drawn),-3%,-4%,13%,2.6%,1%,
CC(OCC(O)CN(C)Cc1nc2ccccc2c(=O)[nH]1)c1ccc(Cl)cc1 (stereo not drawn),-8%,5%,?,2.6%,?,
Cc1ccc(S(=O)(=O)N2CCCSCC2)cc1,-4%,-11%,-8%,1.6%,-3%,
COC(=O)CSc1nnc(-c2ccc(S(=O)(=O)NCc3cccs3)cc2)o1,2%,-3%,?,i,?,VEEV TC-83 Vero 10K pilot screen=1.5
Cc1cccn2c(=O)c(/C=C(\C#N)S(=O)(=O)c3ccccc3)c(N3CCN(C)CC3)nc12,3%,-2%&9%,-10%,1.6%,-5%,
CCSC1=NCCN1S(=O)(=O)c1ccc(NC(C)=O)cc1,3%,2%,-25%,i,-4%,
O=C(CN1C(=O)NC2(CCCC2)C1=O)NCCc1ccc(F)cc1,-2%,/,14%,i,5%,
Nc1ccc(C(=O)Nc2ccc3nc(-c4cccnc4)[nH]c3c2)cc1,8%,-12%,21%,7.4%,1%,
Cn1c(N)c(C(=O)CSc2nnc(C3CC3)n2N)c(=O)n(C)c1=O,-3%,/,-15%,0.1%,-5%,
